PI5P4Ka inh = inhibitors of human PI5P4K alpha; actives 1.2% (n = 330,000); PI5P4Kalpha enzyme, ADP-Glo luminescence, 60 min; active compounds read low; AID 652105; max response, %; active means max response of -50% or lower; inconclusive means between -30% and -50%; inactive means -30% or higher; further: value at the top dose of about 77 µM; on the % scale 0 is the no-effect control and ±100 the full control effect
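PI5P4Kalpha ADP-Glo assay; 5 microM ATP final; 60 min RT reaction; HEPES pH 7.4/EGTA/CHAPS, 5% DMSO; controls lacking substrate or enzyme; luminescent end-point.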
WRN helicase inh = inhibitors of human WRN helicase; Q14191; Potency, µM (series often up to 114 µM), for inactives: top-dose activity change, negative = inhibition, actives largely listed as inhibitors; WRN helicase unwinding, fluorescent forked duplex, kinetic; actives 0.46% (n = 360,000); further: potency means the concentration at half of the fitted maximal effect; on the % scale 0 is the no-effect control and ±100 the full control effect; nearly all actives have a fitted effect of over 55% in size
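WRN at 20 nM final preincubated with compound 15 min at room temperature; reaction started with 100 nM fluorophore/quencher forked duplex oligonucleotide and 2 mM ATP final. Unwinding followed kinetically by red fluorescence (ex 525, em 598 nm).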
EPAC1 antagonist = antagonists of human EPAC1. EPAC1 GEF assay, Rap1b-BODIPY-GDP exchange fluorescence. Potency, µM (series often up to 115 µM), without a hit: top-dose activity change, negative = inhibition, actives largely listed as inhibitors. actives 0.14% (n = 360,000). AID 720709;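 further: potency means the concentration at half of the fitted maximal effect; plate controls were vehicle for no effect and positive control for full effect; nearly all actives have a fitted effect of over 50% in size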
Target sequence (O95398 whole entry, looked up): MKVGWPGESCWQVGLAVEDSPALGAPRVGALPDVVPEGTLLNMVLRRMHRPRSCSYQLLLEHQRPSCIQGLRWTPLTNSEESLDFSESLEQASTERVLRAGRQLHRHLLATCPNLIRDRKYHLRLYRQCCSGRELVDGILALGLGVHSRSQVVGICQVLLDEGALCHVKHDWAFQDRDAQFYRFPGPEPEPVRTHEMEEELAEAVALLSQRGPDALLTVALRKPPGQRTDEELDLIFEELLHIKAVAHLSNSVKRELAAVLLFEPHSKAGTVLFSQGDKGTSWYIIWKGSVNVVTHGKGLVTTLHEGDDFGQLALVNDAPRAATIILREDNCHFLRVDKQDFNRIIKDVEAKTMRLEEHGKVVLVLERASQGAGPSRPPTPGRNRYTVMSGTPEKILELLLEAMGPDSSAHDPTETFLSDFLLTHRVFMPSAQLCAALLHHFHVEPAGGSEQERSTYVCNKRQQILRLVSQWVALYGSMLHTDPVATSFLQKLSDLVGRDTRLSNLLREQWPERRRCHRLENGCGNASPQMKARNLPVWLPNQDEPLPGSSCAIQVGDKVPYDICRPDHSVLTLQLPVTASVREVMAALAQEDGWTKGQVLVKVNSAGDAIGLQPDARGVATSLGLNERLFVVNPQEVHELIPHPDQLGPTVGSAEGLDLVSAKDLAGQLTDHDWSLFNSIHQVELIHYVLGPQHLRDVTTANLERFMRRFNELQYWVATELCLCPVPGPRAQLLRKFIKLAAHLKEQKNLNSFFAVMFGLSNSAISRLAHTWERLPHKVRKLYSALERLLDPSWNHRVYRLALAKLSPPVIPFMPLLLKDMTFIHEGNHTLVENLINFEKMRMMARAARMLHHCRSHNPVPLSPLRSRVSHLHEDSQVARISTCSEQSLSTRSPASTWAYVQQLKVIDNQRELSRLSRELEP
EPAC1 agonist = activates human EPAC1 exchange factor; O95398; EPAC1 agonist qHTS, biochemical assay; response scale: 100% = response to 6.5 mM cAMP; Potency, µM (top dose mostly 154 µM), without a hit: top-dose activation, hits mostly activators; actives 0.073% (n = 360,000); AID 720707; further: potency means the concentration at half of the fitted maximal effect; nearly all actives have a fitted effect of over 60% in size
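Compounds were pinned as a concentration titration into mixtures of EPAC1 (100 nM), BODIPY-GDP-loaded Rap1B (250 nM) and GDP (50 uM). After 5 min at room temperature, fluorescence was followed for 30 min; activity was scaled to 6.5 mM cAMP.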
IL-2 act = IL-2 activation; IL-2 activation reporter assay, cell-based qHTS; stimulated with anti-CD3/CD4/CD28 beads; in transgenic mouse T cells; activation, % (series mostly up to about 46 µM); actives 0.065% (n = 360,000); AID 652025; in the data active means activation above about 50%; inconclusive means mostly about 30% to 49%; further: 0% is about no effect
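Using fluorescent plate cytometry, EGFP and DsRed are detected in transgenic mouse T cells stimulated 18 h at 37 degrees C with antibody-coated beads after 60 min compound pretreatment.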
PLK1 PBD inh = PLK1 (human) polo-box domain binding inhibition; Plk1 PBD binding of FITC phosphopeptide, fluorescence polarization; Potency, µM, for inactives: max response, negative = inhibition, hits mostly inhibitors; actives 2.8% (n = 360,000); AID 720504; further: potency means the concentration at half of the fitted maximal effect; series mostly up to about 57 µM; on the % scale 0 is the no-effect control and ±100 the full control effect; nearly all actives have a fitted effect of over 65% in size
FUS yeast rescue = rescues growth of FUS-expressing yeast; S. cerevisiae FUS-expressing, growth rescue, OD600, 24 h; actives 0.24% (n = 390,000); Potency, µM (series often up to 76.6 µM), for the others: top-dose growth rescue (activation), most hits filed as activators;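 further: potency means the concentration at half of the fitted maximal effect; plate controls were DMSO vehicle for no effect and reference control for full effect; nearly all actives have a fitted effect of over 55% in size; some results filed as inactive show a strong effect at the top dose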
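Yeast expressing FUS under galactose induction, OD 0.005 in 2% galactose medium; compounds in a dilution series, 24 h at 30C. Growth rescue by absorbance at 600 nm; CP55940 positive control, DMSO negative.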
Abeta rescue = restores growth of yeast expressing A-beta42 peptide. yeast expressing A-beta42, growth rescue, OD600, 48 h; response scale: 0% DMSO, 100% iron-clioquinol control. Potency, µM (doses to about 46.1 µM), inactives show top-dose growth rescue, most hits filed as activators. actives 0.063% (n = 410,000); further: potency means the concentration at half of the fitted maximal effect; nearly all actives have a fitted effect of over 55% in size
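Yeast growth medium received pinned compounds, then yeast cells expressing toxic A-beta were added; plates incubated at 30 C for 48 hr. Growth read as absorbance at 600 nm, normalized to DMSO and equimolar FeCl3 plus clioquinol controls.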
aSyn yeast inh = alpha-synuclein toxicity inhibition in yeast; Yeast expressing alpha-synuclein, growth rescue, BacTiter-Glo, 24 h; Potency, µM (highest dose often 46.1 µM), without a hit: at the top dose growth rescue (activation), hits mostly activators; actives 0.14% (n = 370,000); AID 652106; further: potency means the concentration at half of the fitted maximal effect; % of control where 0% means no effect; nearly all actives have a fitted effect of over 65% in size
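Screening used galactose-induced yeast with toxic alpha-synuclein levels, exposed to compound for 24 hr at 30 deg C. Cell growth, read with BacTiter-Glo luminescence, gave the measured signal.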
* marks the source's active call; other numbers are inactive results; ? = inconclusive; / = no result given; & = joins results of further samples; [ ] = dose if it differs, or a comment. Unless noted, the call rests on the fitted dose curve; in most records, active means well fitted curve in the direction sought with a large enough effect; inconclusive means small, poorly fitted or top-dose-only effect, or another doubt; inactive means no such curve, though single readings can be large; an effect the other way counts as inactive or inconclusive.

Key to letters: A = PI5P4Ka inh; B = WRN helicase inh; C = EPAC1 antagonist; D = EPAC1 agonist; E = IL-2 act; F = PLK1 PBD inh; G = FUS yeast rescue; H = Abeta rescue; I = aSyn yeast inh
canonical_smiles: CN(C)N1C(N)=C(C#N)C(c2ccccc2)C2=C1CC(C)(C)CC2=O (stereo unspecified)
  A: -9	B: 10%[57.1 µM]	C: -1%	D: 6%	E: 1.8	F: -9%	G: -12%	H: -4%	I: -4%
canonical_smiles: O=C(NCc1ccccc1)C(c1ccncc1)n1c(=O)c(-c2ccccc2)nc2ccccc21 (stereo unspecified)
  A: 0	B: 1%	C: -4%	D: 11%	E: -0.1	F: -13%	G: 28%	H: -5%	I: -1%
canonical_smiles: CC(C)CCNC(=O)c1onc(CSc2ccc(F)c(F)c2)c1C(=O)NCCC(C)C
  A: 1	B: -4%	C: -19%	D: -26%	E: -0.2	F: -14%	G: -1%	H: 2%	I: -4%
canonical_smiles: O=C(CC12CC3CC(CC(C3)C1)C2)N1CCN(S(=O)(=O)c2cccs2)CC1
  A: -8	B: 4%	C: -3%	D: -4%	E: -1.9	F: -22%	G: 17%	H: -21%	I: 3%
canonical_smiles: O=C(c1ccccn1)N1CCN(S(=O)(=O)c2cccc(Br)c2)CC1
  A: -6	B: -2%	C: -10%	D: 2%	E: 0.1	F: 1%	G: /	H: 6%	I: 0%
canonical_smiles: C[n+]1ccc(/C=C/c2c[nH]c3ccccc23)cc1
  A: 5	B: 0%	C: 49%[activator]	D: 100µM*	E: 91*	F: 34%[activator]	G: /	H: -5%	I: -3%
canonical_smiles: COc1cccc(/C=N/NC(=O)C(=O)NCc2ccco2)c1OC
  A: -2	B: 5%	C: 16%	D: -3%	E: -1.3	F: 2%	G: -16%	H: 9%	I: 5%
canonical_smiles: C[C@H](CO)N1C[C@H](C)[C@@H](CN(C)Cc2cccc(C(=O)O)c2)Oc2cc(Br)ccc2S1(=O)=O
  A: -7	B: 1%	C: 9%	D: -17%	E: -2.4	F: -9%	G: -14%	H: -11%	I: 2%
canonical_smiles: Cc1nc(C)n(C(C)CNC(=O)c2ccccc2)n1 (stereo unspecified)
  A: -7	B: -33%	C: -2%	D: 3%	E: 1.7	F: -11%	G: 3%	H: 8%	I: -7%
canonical_smiles: COc1cc(C(=O)Nc2ccccc2C2COC(=O)C2=N)cc(OC)c1OC (stereo unspecified)
  A: 4	B: 6%	C: 4%	D: 6%	E: -0.5	F: -6%	G: /	H: -3%	I: -5%
canonical_smiles: Cn1nc(C2CC2)cc1NC(=O)CC(CC(=O)O)c1ccccc1 (stereo unspecified)
  A: 5	B: 10%	C: 5%	D: 3%	E: 0.4	F: -9%	G: 2%	H: -11%	I: 12%
canonical_smiles: NC(=S)N=Nc1c(O)n(CCCl)c2ccc(Cl)cc12
  A: -11	B: 1%	C: 3%	D: -8%	E: -0.2	F: -9%	G: 21%	H: 3%	I: 0%
canonical_smiles: O=c1[nH]nc(SC2CCCCC2)c(=O)[nH]1
  A: -17	B: 0%	C: -3%	D: -1%	E: -6.2	F: 4%	G: /	H: 5%	I: 3%
canonical_smiles: CN1C(=O)[C@@H]2C[C@@]3([C@@]45C[C@H]6C(=O)N(C)[C@@H](Cc7ccccc7)C(=O)N6[C@@H]4Nc4ccccc45)c4ccccc4N[C@H]3N2C(=O)[C@@H]1Cc1ccccc1
  A: 4	B: 4%	C: 4%	D: -6%	E: -0.1	F: -8%	G: ?	H: -7%	I: 0%
canonical_smiles: Cc1cc(C)cc(N(C(=O)c2csnn2)C(C(=O)NC(C)(C)C)c2cccnc2)c1 (stereo unspecified)
  A: 6	B: -1%	C: 0%	D: 7%	E: -1.5	F: -4%	G: 38%	H: 11%	I: 0%
canonical_smiles: COc1ccc(S(=O)(=O)NCc2nc3nc(C)cc(C)n3n2)cc1OC
  A: -7	B: -3%	C: 1%	D: -5%	E: -1.3	F: -3%	G: -4%&-13%	H: -4%&-13%	I: -5%
canonical_smiles: NC(=O)c1ccc(NC(=O)CCC(=O)N2CCN(S(=O)(=O)c3ccc(Cl)cc3)CC2)cc1
  A: 2	B: 4%	C: -3%	D: -2%	E: -1.5	F: 5%	G: -33%	H: -11%	I: 5%
canonical_smiles: CCC(NC(=O)c1ccc2nc(Cc3ccc(OC)cc3)oc2c1)c1ccncc1 (stereo unspecified)
  A: 3	B: -4%	C: -2%	D: -8%	E: -1.2	F: 5%	G: -24%	H: -14%	I: 0%
canonical_smiles: CC(NC(=O)c1cc2c(=O)n3ccccc3nc2n(CC2CCCO2)c1=N)c1ccccc1 (stereo unspecified)
  A: -3	B: 5%	C: 9%	D: -2%	E: 1.0	F: 4%	G: -14%	H: -6%	I: -1%
canonical_smiles: COc1ccccc1C(CCNCc1ccccc1)c1ccc(OC(C)C)cc1 (stereo unspecified)
  A: 18	B: -5%	C: -26%	D: -3%	E: -3.5	F: -4%	G: 13%	H: 16%	I: -9%
canonical_smiles: Nc1cc(Cc2ccccc2)ccc1O
  A: 19	B: 6%	C: -9%	D: 1%	E: -4.6	F: -5%	G: /	H: 0%	I: -3%
canonical_smiles: CC(C)(OC(=O)NC(=O)C(F)(F)F)C(C)(C)OC(=O)NC(=O)C(F)(F)F
  A: -3	B: -7%	C: -18%	D: 1%	E: 4.6	F: -5%	G: -16%	H: -8%	I: 3%

Some of the entries above, set out differently.
Every second line gives: PI5P4Ka inh | WRN helicase inh | EPAC1 antagonist | EPAC1 agonist | IL-2 act | PLK1 PBD inh | FUS yeast rescue | Abeta rescue | aSyn yeast inh
CN(C)N1C(N)=C(C#N)C(c2ccccc2)C2=C1CC(C)(C)CC2=O (stereo unspecified)
 : -9 | 10%[57.1 µM] | -1% | 6% | 1.8 | -9% | -12% | -4% | -4%
O=C(NCc1ccccc1)C(c1ccncc1)n1c(=O)c(-c2ccccc2)nc2ccccc21 (stereo unspecified)
 : 0 | 1% | -4% | 11% | -0.1 | -13% | 28% | -5% | -1%
CC(C)CCNC(=O)c1onc(CSc2ccc(F)c(F)c2)c1C(=O)NCCC(C)C
 : 1 | -4% | -19% | -26% | -0.2 | -14% | -1% | 2% | -4%
O=C(CC12CC3CC(CC(C3)C1)C2)N1CCN(S(=O)(=O)c2cccs2)CC1
 : -8 | 4% | -3% | -4% | -1.9 | -22% | 17% | -21% | 3%
O=C(c1ccccn1)N1CCN(S(=O)(=O)c2cccc(Br)c2)CC1
 : -6 | -2% | -10% | 2% | 0.1 | 1% | / | 6% | 0%
C[n+]1ccc(/C=C/c2c[nH]c3ccccc23)cc1
 : 5 | 0% | 49%[activator] | 100µM* | 91* | 34%[activator] | / | -5% | -3%
COc1cccc(/C=N/NC(=O)C(=O)NCc2ccco2)c1OC
 : -2 | 5% | 16% | -3% | -1.3 | 2% | -16% | 9% | 5%
C[C@H](CO)N1C[C@H](C)[C@@H](CN(C)Cc2cccc(C(=O)O)c2)Oc2cc(Br)ccc2S1(=O)=O
 : -7 | 1% | 9% | -17% | -2.4 | -9% | -14% | -11% | 2%
Cc1nc(C)n(C(C)CNC(=O)c2ccccc2)n1 (stereo unspecified)
 : -7 | -33% | -2% | 3% | 1.7 | -11% | 3% | 8% | -7%
COc1cc(C(=O)Nc2ccccc2C2COC(=O)C2=N)cc(OC)c1OC (stereo unspecified)
 : 4 | 6% | 4% | 6% | -0.5 | -6% | / | -3% | -5%
